Screens: PubChem, several laboratories
LRH-1 inv ag = suppresses constitutive activity of human LRH-1; O00482; HEK293T StAR-luciferase reporter, LRH-1 transfected, 24 h; inhibition, % at 3.6 µM; 360,000 tested, 0.13% active;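 active means inhibition above the mean inhibition of all tested compounds plus 3 SD, cut at about 73% in these data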;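 further: 0% = DMSO wells and 100% = reporter-only cells lacking LRH-1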
SRC1 inh = inhibitors of human steroid receptor coactivator 1 (SRC1); inhibition, % at 3.6 µM; HEK293 GAL4-SRC1 luciferase reporter, luminescence; 360,000 tested, 0.12% active; AID 588354;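 active means inhibition above the campaign mean plus 3 SD, with each screening campaign given its own cutoff, cut at about 60% in these data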;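 further: 0% = DMSO treated cells and 100% = gossypol at 36 µM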
NOD2 RIPK2 PPI = blocks binding of human NOD2 to RIPK2. 360,000 tested, 0.38% active. inhibition, % at 4.98 µM. CHO BLA complementation NOD2-RIPK2, CCF4 ratio. O43353; in the data active means inhibition above about 21%;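 further: 0% = vehicle only and 100% = reference blocker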
EBV LMP1 NFkB = reduces LMP1-driven NF-kappaB luciferase signal; LMP1-induced NF-kappaB luciferase reporter cells, luminescence; inhibition, % at 12.5 µM; 350,000 tested, 0.69% active; AID 504558; in the data active means inhibition above about 41%;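 further: 0% = neutral control wells and 100% = reference inhibitor control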
COUP-TFII inh = inhibitors of human COUP-TFII (NR2F2). HEK293T NGFI-A luciferase reporter, luminescence. inhibition, % at 8.6 µM. 370,000 tested, 0.7% active;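 active means inhibition above a per-plate cutoff, mean inhibition of test wells between control levels plus 3 SD, cut at about 38% in these data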;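 further: cells cotransfected with COUP-TFII expression vector driving the NGFI-A reporter; 0% = median of COUP-TF2 test wells and 100% = reporter-only cells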
ABHD5-PLIN5 inh = inhibitors of human ABHD5-perilipin-5 interaction | Q00G26+Q8WTS1 | Split G. princeps luciferase complementation, luminescence, 4 h | inhibition, % at 4 µM | 360,000 tested, 0.78% active | AID 602281;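 active means inhibition above the mean inhibition across every tested compound plus 3 SD, cut at about 22% in these data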;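 further: 0% = DMSO only wells and the 100% control is not disclosed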
MC4R ag barr = activates human MC4R beta-arrestin recruitment | P32245 | U2OS MC4R beta-arrestin complementation, luminescence; percent of melanotan II response, DMSO zero | activation, % at 8.9 µM | 360,000 tested, 0.98% active;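 active means activation above a per-plate cutoff, the mean activation of sample wells on that plate plus 3 SD, cut at about 8% in these data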
SRC3 inh = human NCOA3 inhibition; 360,000 tested, 0.17% active; inhibition, % at 3.6 µM; AID 588352; Q9Y6Q9; HEK293 GAL4-SRC3 luciferase reporter, luminescence;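 active means inhibition above a per-campaign cutoff, the mean of all compounds plus 3 SD, cut at about 60% in these data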;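 further: 0% = DMSO-treated cells and 100% = gossypol-treated cells at 36 µM; higher means less SRC3-driven luciferase light from the GAL4 reporter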
MC4R antag cAMP = human MC4R antagonism in cAMP assay; P32245; MC4R-expressing cells, MTII-stimulated cAMP, LANCE TR-FRET; inhibition, % at 6.5 µM; 360,000 tested, 0.48% active; AID 540295;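 active means inhibition above its plate's cutoff, the mean of tested wells on that plate plus 3 SD, cut at about 29% in these data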;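 further: 0% = Melanotan II alone and 100% = Melanotan II plus saturating MCL0020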
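Assay system: human MC4R-expressing U2OS cells; reagent: Melanotan II stimulation of cells; dosing: 6.5 µM single dose; timing: compound 30 min, challenge 1 h, detection 1 h; signal: TR-FRET cAMP assay; replicates: one well per compound, no replicates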
TLR9-MyD88 block = blocks human TLR9 binding to MyD88; CHO BLA complementation TLR9-MyD88, CCF4 FRET ratio; AID 504734; 340,000 tested, 0.21% active; inhibition, % at 4.98 µM;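 active means inhibition above the mean over all tested compounds plus 3 SD, cut at about 21% in these data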;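 further: 0% = DMSO only wells and 100% = clavulanate BLA inhibitor control wells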
NCOA2 inhibitor = human SRC2 (NCOA2) inhibition | Q15596 | HEK293 GAL4-SRC2 luciferase reporter, luminescence | inhibition, % at 9 µM | 370,000 tested, 0.17% active;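 active means inhibition above the mean inhibition of all tested compounds plus 3 SD, set per campaign, cut at about 52% in these data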;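 further: 0% = DMSO treated cells and 100% = cells given Gossypol at 36 µM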
* = called active by the depositor; . = not tested or not shown.

SMILES	LRH-1 inv ag	SRC1 inh	NOD2 RIPK2 PPI	EBV LMP1 NFkB	COUP-TFII inh	ABHD5-PLIN5 inh	MC4R ag barr	SRC3 inh	MC4R antag cAMP	TLR9-MyD88 block	NCOA2 inhibitor
O=C(NCCN1CCCC(O)C1)c1cc(COc2c(F)cccc2F)on1 (configuration not stated)	-14	16	6	-1	-21	-1	0.5	9	-2	12	-4
CCN(CC)CCC(c1ccc(N(C)C)cc1)c1c(OC)cc(OC)c2ccc(=O)oc12 (configuration not stated)	-10	-3	0	-5	-9	1	0.5	-24	-5	-12	-9
Cc1cccc(C)c1-n1c(SCC(=O)NCc2ccco2)nc2ccccc2c1=O	-2	1	1	-7	-6	-2	-2.1	0	3	5	-31
CC(C)OP(=O)(OC(C)C)C(NC(=O)c1ccccc1Br)C(N)=O (configuration not stated)	0	11	3	7	2	-1	-2.3	1	3	2	14
COC(=O)c1nc2n(n1)C(c1ccc([N+](=O)[O-])cc1)C(C(=O)Nc1ccc(Cl)cc1)=C(C)N2 (configuration not stated)	7	-10	2	-2	-8	1	9.6*	16	2	-8	3
C/C=C/c1ccc(OCCCCn2cncn2)c(OC)c1	-26	-25	-9	-1	-9	4	-1.6	-2	2	-3	-27
COc1cccc(NC(=O)C2CCN(Cc3cnn(-c4ccccc4)c3-n3cccc3)CC2)c1	19	-9	-2	-21	13	-2	0.3	-2	9	-7	23
CCN1CCN(Cc2ccc(NC(=O)Nc3ccccc3OC)cc2)CC1	-40	-71	0	-8	-50	1	-0.4	-32	-3	-2	-86
COc1ccc2c(c1)-c1ccccc1S(=O)(=O)N2C(C)=O	1	8	-11	-5	-2	4	-1.9	3	7	-2	11
O=C(NCc1ccncc1)C(=O)NCC1OCCN1S(=O)(=O)c1ccc(Cl)cc1 (configuration not stated)	-18	9	-2	-1	14	1	-2.8	9	9	-1	13
NC(c1ccccc1)c1csc(NC(=O)Nc2cccc(C(F)(F)F)c2)n1 (configuration not stated)	3	-15	3	.	4	-4	7.1	-29	-1	.	-3
C=CCNC(=S)Nc1cc(C)ccn1	-9	5	-1	-3	-2	-13	-1.9	-10	-4	-18	-8

An excerpt from above in order of formula weight, smallest number first.
SMILES	LRH-1 inv ag	SRC1 inh	NOD2 RIPK2 PPI	EBV LMP1 NFkB	COUP-TFII inh	ABHD5-PLIN5 inh	MC4R ag barr	SRC3 inh	MC4R antag cAMP	TLR9-MyD88 block	NCOA2 inhibitor
CCN1CCN(Cc2ccc(NC(=O)Nc3ccccc3OC)cc2)CC1	-40	-71	0	-8	-50	1	-0.4	-32	-3	-2	-86
NC(c1ccccc1)c1csc(NC(=O)Nc2cccc(C(F)(F)F)c2)n1 (configuration not stated)	3	-15	3	.	4	-4	7.1	-29	-1	.	-3
O=C(NCc1ccncc1)C(=O)NCC1OCCN1S(=O)(=O)c1ccc(Cl)cc1 (configuration not stated)	-18	9	-2	-1	14	1	-2.8	9	9	-1	13
COC(=O)c1nc2n(n1)C(c1ccc([N+](=O)[O-])cc1)C(C(=O)Nc1ccc(Cl)cc1)=C(C)N2 (configuration not stated)	7	-10	2	-2	-8	1	9.6*	16	2	-8	3

(more compounds)
SMILES	LRH-1 inv ag	SRC1 inh	NOD2 RIPK2 PPI	EBV LMP1 NFkB	COUP-TFII inh	ABHD5-PLIN5 inh	MC4R ag barr	SRC3 inh	MC4R antag cAMP	TLR9-MyD88 block	NCOA2 inhibitor
Cc1ccc(C2=NOC(C)(c3nnc(-c4ccccc4)o3)C2)cc1 (configuration not stated)	-4	-10	2	-2	2	11	-2.2	-17	7	9	7
Cc1occc1-c1nnc(SCC(=O)Nc2nc(C(C)(C)C)cs2)o1	-94	-23	-6	-5	-20	-3	12*	-6	21	-17	-8
CC1=C(C(=O)N(C(C)C)C(C)C)CC(CC(=O)NC2CCCC2)C(=O)N1CCC1=CCCCC1 (configuration not stated)	16	16	-7	.	0	0	.	-25	.	.	-3
CC(C)(C)NC(=O)NC(=O)COC(=O)Cc1coc2ccc3ccccc3c12	-8	-11	-5	-1	7	-4	1.5	8	1	-6	-9
O=C(Nc1ccccc1)c1snc2c(=O)[nH]cnc12	-12	-18	2	0	-56	0	-0.8	3	-3	-1	-21
CCOC(=O)c1ccccc1NC(=O)CN1CCC(n2nnc3cc(F)ccc32)CC1	29	9	-4	2	-10	0	0.7	18	17	-1	-15
CC(C)S(=O)(=O)c1nsc2nc(=O)c(/C=C3\C=Nc4ccccc43)c(N)n12	10	-26	-7	-5	2	6	-1.2	8	9	-7	-5
CCCN(C(=O)Cc1nc(N)n[nH]1)C1(C(=O)Nc2c(C)cccc2C)CCCCC1	-14	-12	6	-4	11	0	0.7	22	16	-1	-3
COc1ccc(NC(=O)N2C3CCCC2CC(NC(=O)c2ccccc2)C3)cc1 (configuration not stated)	-14	0	-6	0	-1	-4	-0.8	2	-4	-5	-10
CCC(=NC1CC(C)(C)NC(C)(C)C1)C1=C(O)CC(C)(C)CC1=O	8	12	-12	-3	6	2	-1.5	-2	6	-17	-9
COc1ccccc1-n1c(SCC(N)=O)nc2c(c1=O)SCC2	4	7	-3	-9	-20	-1	-1.1	0	2	-4	19
Cc1csc2nc(O)c(C(=O)NC3CCCCC3)c(=O)n12	-15	-1	-3	-4	27	-4	2.0	1	2	0	-12
Cc1cc(C)cc(N(C(=O)c2cc3ccccc3oc2=O)C2C=CS(=O)(=O)C2)c1 (configuration not stated)	3	-9	-1	8	14	7	-0.5	-4	1	9	11
CCN(C(=O)COC(=O)c1ccc2c(=O)n3c(nc2c1)CCC3)C1CCS(=O)(=O)C1 (configuration not stated)	6	5	-12	-7	-4	-3	0.1	13	-2	-4	7
O=C(O)c1ccccc1C(=O)OCCCCOC(=O)c1ccccc1C(=O)O	-24	-17	-1	-4	-8	-2	0.1	-13	-2	3	7
CC1(C(=O)NCC2CC2)Cc2c(-c3cccc(C(N)=O)c3)ccnc2O1 (configuration not stated)	14	6	3	.	2	7	-0.7	-6	4	.	-15
C=CCNC(=O)CCCOc1cccc(C)c1	-1	-9	-4	-17	-5	-1	-1.6	20	6	7	-18
COc1ccc(Nc2nc(C(C)(C)C)nc3c2nnn3Cc2ccccc2Cl)cc1OC	-4	10	2	15	6	5	-1.4	5	13	-4	-12
COC(=O)Oc1ccc(/C=N/NC(=O)CSCc2ccc(Cl)cc2)cc1OC	4	-6	-8	-3	24	-4	1.7	5	1	-10	3
COC(=O)C=C1CCC2C3CCC4=CC(=O)C(Br)CC4(C)C3C(=O)CC12C (configuration not stated)	-3	-4	-7	14	-2	-2	-1.0	4	31*	3	12
COc1ccc(NC(=O)c2nc3ccccc3s2)cc1	-120	-133	0	-16	-19	-2	0.8	-78	3	3	-23
Cc1ccc(NC(=O)CCCCCCCCCCC2COCCO2)c(C)c1 (configuration not stated)	-3	4	4	8	14	-8	0.8	2	0	0	-15
Cc1cc(C)c2c(c1)/C(=N/Nc1ccc(S(N)(=O)=O)cc1[N+](=O)[O-])CCC2	31	-26	-12	11	22	9	0.1	7	0	3	-16
CCn1cc(C(=O)NCc2ccc3c(c2)OCO3)c(=O)c2cc(S(=O)(=O)N3CCOCC3)ccc21	-7	-13	4	0	3	2	-1.4	23	22	1	-10
NC(=O)C(Cc1ccccc1)NC(=O)C12CC3CC(CC(C3)C1)C2 (configuration not stated)	-3	7	-8	-7	-8	-8	1.5	2	18	-9	-14
CC(=O)Nc1ccc(S(=O)(=O)Nc2nc3nc(-c4ccccc4)cc(-c4ccccc4)n3n2)cc1	-1	-17	2	7	-9	-3	-1.7	-8	0	2	7
N=C1C(=O)OCC1c1ccccc1NC(=O)Nc1ccccc1 (configuration not stated)	2	-2	-4	-5	10	3	-1.8	-12	-5	4	-10
C/C(=N\NC(=O)c1nn(C)cc1Br)c1cccc(NC(=O)C(C)(C)C)c1	-108	-66	-1	2	-21	2	-1.0	-51	-5	-4	-42
COc1ccc(OCC(=O)N2c3ccccc3CCc3ccccc32)cc1	3	8	-7	4	9	-6	-0.2	19	0	-2	-17
CCc1nnc(NC(=O)CSc2nnc(CNC(=O)c3ccccc3)o2)s1	19	0	2	1	-15	-4	1.2	-2	-12	-7	-20
COC(=O)c1ccccc1NC(=O)Cn1cc2c(n1)CCC(C)C2 (configuration not stated)	-10	-2	-1	1	-14	-13	-1.6	2	-3	6	0
Cc1ccc(-c2cc(C(=O)NCc3cccs3)no2)cc1	-4	-23	-3	-36	-14	-5	0.7	-12	-1	6	-34
CCCCn1cnc2c(cnn2-c2ccc(Cl)cc2)c1=O	-36	-55	-5	-29	-14	0	-1.9	-49	13	2	-21
Cc1cc(C)n2nc(C(=O)N/N=C/C=C/c3ccccc3)nc2n1	1	-11	-4	.	6	-1	-0.3	15	-14	.	6
CCOC(=O)N1CCN(S(=O)(=O)N2CCCC(C(=O)NCc3ccc(OC)cc3OC)C2)CC1 (configuration not stated)	0	2	-2	0	-3	4	-1.8	-4	1	9	-57
C=C[C@H]1C(O[C@@H]2O[C@H](CO)[C@@H](O)[C@H](O)[C@H]2O)OC=C2C(=O)N3CCc4cc(OC)c(O)cc4[C@H]3C[C@H]21 (some centres not stated)	3	8	-1	0	-6	11	1.8	11	0	-7	18
COC1OC2COC(c3ccccc3)OC2C(O)C1NC(=O)c1ccccc1 (configuration not stated)	-5	-13	4	7	-1	-6	0.7	-4	-3	-6	0
CC(O)c1cc2c(s1)c1cnn(Cc3ccccc3F)c(=O)c1n2C (configuration not stated)	9	4	-7	-14	.	-2	4.5	1	-17	5	.
CCCCCCSc1ccc(-c2nc3ccc(C)cn3c2NC2CCCCC2)cc1	-16	-12	0	-17	2	-8	0.3	-1	9	1	10
CCc1[nH]nc(C(=O)N2CCCC(C(=O)c3cccc(C(F)(F)F)c3)C2)c1C (configuration not stated)	7	9	-1	8	13	-4	-0.4	9	12	-20	-2
Cc1cc(C)nc(NS(=O)(=O)c2ccc(NC(=S)NC(=O)C3CCCC3)cc2)n1	8	-24	0	-2	7	-3	1.4	9	2	-14	8
N#Cc1nc(COc2ccccc2)oc1N1CCOCC1	2	-23	8	-12	-4	3	-0.1	-9	6	1	-6
COC(=O)CCS(=O)(=O)c1ccc(NC(C)=O)cc1	-59	-10	-11	1	-1	5	-1.8	-3	8	-2	-6
Cc1c(OCC(=O)C(C)(C)C)ccc2c3c(c(=O)oc12)CCCC3	-25	-10	7	-22	-19	4	0.9	-42	4	-2	8
COC(=O)/C(=C\C(=O)c1ccccc1)Nc1ccc(OC)cc1	-42	-63	2	-8	-19	1	-2.5	-44	-2	-2	-41
CCOc1ccc(S(=O)(=O)N2CCN(C(=O)Cc3ccc(S(=O)(=O)N4CCOCC4)s3)CC2)cc1	13	-3	-5	5	-2	-12	2.2	13	7	-7	-1
COc1ccc(C)cc1NC(=O)CSc1ccc(-c2cccnc2)nn1	3	-19	-18	-2	-10	-1	-1.3	-7	7	-1	-5

These rows are one share of the data; count on the stated rates, not on these rows.
